PrPC TRFRET – cell surface PrPC inhibition, primary TR-FRET screen; P04156; TR-FRET read-out; inhibition, % at 13.8 µM; hit rate 0.43% among 370,000; AID 720596; in the data active = inhibition above about 24%; note: 0% = median of the test wells and 100% = reference compound wells
An asterisk follows results filed as active. These rows are one share of the data; the hit share may differ from the screen's.

COC(=O)[C@]12C[C@H](CC(=O)NCCCCc3ccccc3)C(=O)N(Cc3ccc4c(c3)OCO4)C1=C[C@H](C(C)C)O[C@@H]2C1CC1
  PrPC TRFRET = -4
C#CCNC(=O)C[C@@H]1C[C@]2(C(=O)OCC)CCC3=C2N(CCC3)C1=O
  PrPC TRFRET = 5
CCCC(=O)N1CCC[C@]2(CC[C@@H](CCC(=O)N(CC)CC)O2)C1
  PrPC TRFRET = -1
CCC[C@H]1[C@@H](OC(=O)NCc2ccccc2Cl)CC[C@@]23CCCN2C(=O)CCC[C@@H]13
  PrPC TRFRET = 4
COC(=O)C1CN(Cc2ccc(C)cc2)CCS(=O)(=O)N1Cc1cn(Cc2ccc(Cl)cc2)nn1 (stereo not drawn)
  PrPC TRFRET = 4
COc1cccc(NC(=O)C2CCCN2C(=O)Nc2ccc(Cl)cc2)c1 (stereo not drawn)
  PrPC TRFRET = -3
COc1cccc(Cn2c(C3CC3)nc3ccc(NC(=O)c4ccco4)cc3c2=O)c1
  PrPC TRFRET = 17
COc1ccc(C(=O)c2[nH]c(N)c(C(=O)NCCc3c[nH]c4ccccc34)c2-c2ccccc2C(F)(F)F)cc1
  PrPC TRFRET = -8
COC(=O)[C@H](Cc1ccccc1)NP(=O)(OC)[C@@H](C)NC(=O)OCc1ccccc1 (stereo partly drawn)
  PrPC TRFRET = 3
CN1CCCCC(NC(=O)CCCl)C1=O (stereo not drawn)
  PrPC TRFRET = -8

CCCCCCCCN1C(=O)[C@@H](CC(=O)NCc2ccc(C)o2)C[C@@]2(C(=O)OC)C1=C[C@H](C(C)(C)C)O[C@@H]2C
  PrPC TRFRET = 0
O=S1(=O)c2ccc(Br)cc2OC[C@H](Cc2ccccc2)N1Cc1cn(Cc2ccc(C(F)(F)F)cc2)nn1
  PrPC TRFRET = -2
CCCCCCCCN1C(=O)[C@@H](CC(=O)NCCCOCCCC)C[C@@]2(C(=O)OC)C1=C[C@H](C(C)C)O[C@@H]2C1CC1
  PrPC TRFRET = 2
CCCN(CC1CC1)c1c2c(nc3ncnn13)CCCC2
  PrPC TRFRET = 7
Cc1ccc(-n2c(SCC(=O)NN=Cc3ccc(-c4ccccc4)cc3)nnc2-c2ccccc2)cc1
  PrPC TRFRET = 1
O=C(NC1CCCCN(Cc2ccc(Cl)cc2)C1=O)c1ccc(Cl)cc1Cl (stereo not drawn)
  PrPC TRFRET = 1
CNC12CCc3cc(OC)c(OC)c(c31)-c1cc3c(cc1C2)OCO3 (stereo not drawn)
  PrPC TRFRET = -25
CC(=O)O[C@H]1[C@H](OC(C)=O)C[C@]2(OC(C)=O)C[C@H]1OC2=O
  PrPC TRFRET = -6
CCCc1c(-c2ccccc2OC)ncn1CCc1ccccc1OC
  PrPC TRFRET = 17
COC(=O)[C@]12C[C@H](CC(=O)N3CCSCC3)C(=O)N(Cc3ccco3)C1=C[C@H](COCc1ccccc1)O[C@@H]2C
  PrPC TRFRET = 8

COc1ccccc1C(=O)N1CCN(C(=O)[C@@H](Cc2ccccc2)NC(=O)[C@H]2O[C@@H](n3ccc(=O)[nH]c3=O)[C@H](O)[C@@H]2O)CC1
  PrPC TRFRET = 3
Cc1c(C2Nc3ccccc3C2C)[nH]c2ccccc12 (stereo not drawn)
  PrPC TRFRET = 7
COc1ccc(OC)c(CN2C(=O)CN(S(C)(=O)=O)CC2(C)C(=O)Nc2c(C)cccc2C)c1 (stereo not drawn)
  PrPC TRFRET = -8
COC(=O)[C@]1(CNC(=O)NCCc2ccc(OC)c(OC)c2)CC(=O)N(C)[C@@H]1c1ccccc1
  PrPC TRFRET = 1
O=S1(=O)CC2c3ccccc3CCN2CN1CCc1ccccc1 (stereo not drawn)
  PrPC TRFRET = 7
Cc1ccc(CN2CCCCC(NC(=O)c3ccc(F)c(F)c3)C2=O)cc1 (stereo not drawn)
  PrPC TRFRET = -6
COC(=O)[C@]12CCCCC=C1N(Cc1ccc3c(c1)OCO3)C(=O)[C@H](CC(=O)N1CCN(C(=O)C3CC3)CC1)C2
  PrPC TRFRET = -2
NC(=O)c1c(N)[nH]c(C(=O)c2ccccc2)c1-c1ccccn1
  PrPC TRFRET = -12
C#CCCC(=O)Nc1sc2c(c1-c1nc3ccccc3s1)CCN(C(C)C)C2
  PrPC TRFRET = -2
C#CCNc1cccc2c1S(=O)(=O)N[C@H](C)CO2
  PrPC TRFRET = 5

CCCCS(=O)(=O)N1C2=NC3=C(C(=O)N(CCOC)C3=O)C3N(C)c4ccccc4[C@]23C[C@H]1CO (stereo partly drawn)
  PrPC TRFRET = -7
COC(=O)[C@H](CC(C)C)N1Cc2nnn(Cc3ccccc3)c2-c2ccccc2S1(=O)=O
  PrPC TRFRET = 10
COC(=O)CC#C[C@H](C)[C@@H](NS(=O)(=O)c1ccc([N+](=O)[O-])cc1)C(C)(C)C
  PrPC TRFRET = -16
Cc1ccc(S(=O)(=O)NC[C@H]2CN(S(=O)(=O)c3ccc(C)cc3)[C@@H](Cc3ccccc3)CO2)cc1
  PrPC TRFRET = 0
COC(=O)[C@]12C[C@H](CC(=O)NCCCCc3ccccc3)C(=O)N(CCc3ccc(OC)c(OC)c3)C1=C[C@H](C(C)C)O[C@@H]2C1CC1
  PrPC TRFRET = -4
c1ccc(CC(Nc2cccnc2)c2ccccc2)cc1 (stereo not drawn)
  PrPC TRFRET = 0
COc1ccc(S[C@]2(C(=O)N3CCN(C(C)=O)CC3)CC(=O)N(C(=O)CCc3ccccc3)[C@@H]2c2ccc(OC)cc2)cc1
  PrPC TRFRET = 10
COc1cc(-n2c(C)nc3cc(C(=O)N4CCCC4)ccc32)cc(OC)c1OC
  PrPC TRFRET = -6
CCCN(CC1CC1)C(=O)c1ccc(CNC(=O)c2cccc(Br)c2)cc1
  PrPC TRFRET = 2
CCC(C)NC(=O)CSc1nnc(-c2cc(OC)c(OC)c(OC)c2)o1 (stereo not drawn)
  PrPC TRFRET = 0

CC(C)CC(CCOCCO)NC(=O)OCc1ccccc1[N+](=O)[O-] (stereo not drawn)
  PrPC TRFRET = -11
CCOc1ccc(-n2c(SCC(=O)Nc3cc(C)c(NC(=O)c4ccccc4)cc3OC)nnc2-c2cccs2)cc1
  PrPC TRFRET = -3
COC(=O)[C@H](CC(C)C)N(CCc1cn(Cc2ccc(C)cc2)nn1)S(=O)(=O)c1ccccc1Br
  PrPC TRFRET = 4
COC(=O)c1cc(-c2cc3ccccc3o2)c(=O)n2c1CCC2
  PrPC TRFRET = 13
C[C@H](NC(=O)C[C@@H]1CC[C@H]2[C@@H](COC[C@H](O)CN2Cc2ccc(C(F)(F)F)cc2)O1)c1ccccc1
  PrPC TRFRET = 1
CCCCCCCCN1C(=O)[C@H](CC(=O)NCc2ccc(C)o2)C[C@@]2(C(=O)OCC)CCC=C12
  PrPC TRFRET = -1
CCCCOCCCNC(=O)C[C@H]1C[C@@]2(C(=O)OC)C(=C[C@H](C(C)C)O[C@@H]2C2CC2)N(CCc2ccc(OC)c(OC)c2)C1=O
  PrPC TRFRET = 1
COC(=O)[C@]12C[C@H](CC(=O)N3CCC(c4ccccc4)CC3)C(=O)N(Cc3ccco3)C1=C[C@H](C(C)(C)C)O[C@@H]2C
  PrPC TRFRET = -1
CCCCCn1nnnc1C1(C)CSCC(=O)N1Cc1ccco1 (stereo not drawn)
  PrPC TRFRET = 3
COC(=O)C1=C(C)N(Cc2cccc(C(F)(F)F)c2)C(=NCc2cc(OC)c(OC)c(OC)c2)NC1CCc1ccccc1 (stereo not drawn)
  PrPC TRFRET = 31*

Looked up by structure from above (3):
CCCN(CC1CC1)c1c2c(nc3ncnn13)CCCC2
  PrPC TRFRET = 7
CC(C)CC(CCOCCO)NC(=O)OCc1ccccc1[N+](=O)[O-] (stereo not drawn)
  PrPC TRFRET = -11
C#CCNc1cccc2c1S(=O)(=O)N[C@H](C)CO2
  PrPC TRFRET = 5

Other compounds follow:
Cc1cc(Cl)ccc1OCC(=O)N/N=C/c1ccc[nH]1
  PrPC TRFRET = 2
Cc1c(C(=O)N/N=C/c2ccccc2Cl)[nH][nH]c1=O
  PrPC TRFRET = 7
COC(=O)C1=C(C)N(Cc2cccc(C(F)(F)F)c2)C(=NCc2cc(OC)c(OC)c(OC)c2)NC1c1cccc(Cl)c1 (stereo not drawn)
  PrPC TRFRET = -2
COc1ccc(C2=Nc3ccccc3N(C(=O)c3ccc(C(F)(F)F)cc3)C2C(=O)NCc2ccccc2)cc1 (stereo not drawn)
  PrPC TRFRET = -3
Cc1ccc(C=NNC(=O)CSc2nc3sc4c(c3c(=O)n2-c2ccccc2)CCCC4)s1
  PrPC TRFRET = 0
COc1cc(C(=O)NC2CCCCN(Cc3cccc(Cl)c3)C2=O)cc(OC)c1OC (stereo not drawn)
  PrPC TRFRET = 2
CCCCNC(=O)C[C@@H]1C[C@]2(C(=O)OCC)CCC3=C2N(CCC3)C1=O
  PrPC TRFRET = 2
Cc1ccc(CN2CCCCC(NC(=O)c3ccc(-c4ccccc4)cc3)C2=O)cc1 (stereo not drawn)
  PrPC TRFRET = 1
CCOc1ccc(-n2c(SCC(=O)Nc3ccc4c(c3)OCCO4)nnc2-c2ccncc2)cc1
  PrPC TRFRET = 5
COCCCN1C(=O)[C@H](CC(=O)N2CCN(C(=O)C3CC3)CC2)[C@]2(C(=O)OC)CCCCC=C12
  PrPC TRFRET = 6

COc1ccc(CN2C[C@H](COCc3ccccc3)Oc3cccc(Oc4ccc(C(C)C)cc4)c3S2(=O)=O)cc1
  PrPC TRFRET = -7
CCOC(=O)[C@@]12CCCC=C1N(CCc1ccc(Cl)cc1)C(=O)[C@H]2CC(=O)N1CCN(C(=O)c2ccco2)CC1
  PrPC TRFRET = 0
CCCCCC(=O)NC1CCCCN(C)C1=O (stereo not drawn)
  PrPC TRFRET = 3
COC(=O)C1=CN(c2ccc(Oc3ccccc3)cc2)C(N)=C(C#N)C1c1ccc(-c2ccccc2)cc1 (stereo not drawn)
  PrPC TRFRET = 6
CCCCCCCCN1C(=O)N2Cc3ccccc3C2CS1(=O)=O (stereo not drawn)
  PrPC TRFRET = -5
COC(=O)C1CN(Cc2cn(Cc3ccc(C)cc3)nn2)CCS(=O)(=O)N1Cc1ccccc1 (stereo not drawn)
  PrPC TRFRET = 8
O=C(N[C@H]1C[C@@H]2O[C@H](CO)CC[C@@H]2O[C@@H]1CCc1ccc(-c2cccnc2)cc1)c1cccc(F)c1
  PrPC TRFRET = -4
COC(=O)c1cc2c(c3c4cc(F)ccc4n(S(=O)(=O)c4cccc(C)c4)c13)C(=O)N(Cc1ccccc1OC)C2
  PrPC TRFRET = 2
O=C(COCc1ccccc1)NC1CCCCN(Cc2ccc(Cl)cc2)C1=O (stereo not drawn)
  PrPC TRFRET = -1
CC(C)CC1O[C@@H](C)[C@@H]2CN3CCc4c([nH]c5ccccc45)[C@@H]3C[C@@H]2N1C (stereo partly drawn)
  PrPC TRFRET = -14

C=CCN1[C@H](CC(C)C)COc2cccc(F)c2S1(=O)=O
  PrPC TRFRET = -7
COC(=O)C1=CN(c2cccc(OCc3ccccc3)c2)C(N)=C(C#N)C1c1ccccc1 (stereo not drawn)
  PrPC TRFRET = -4
CC(C)(C)c1ccc(-c2nnc(SCC(=O)Nc3ccccc3-c3ccccc3)n2Cc2ccco2)cc1
  PrPC TRFRET = 1
Cc1ccc(Cn2cc(CN3[C@@H](CC(C)C)COc4cccc(F)c4S3(=O)=O)nn2)cc1
  PrPC TRFRET = -10
Cc1cccc(-c2cccc3c4c([nH]c23)[C@@H]2C[C@H](N(C)C(=O)NC3CCCCC3)[C@H]([C@H](C)O)C(=O)N2CC4)c1
  PrPC TRFRET = -2
O=C(CSc1nnc(-c2ccncc2)n1-c1ccccc1)Nc1cccc2ccccc12
  PrPC TRFRET = 13
CCC(C)N(C(C)CC)S(=O)(=O)c1ccc2[nH]c(=O)oc2c1 (stereo not drawn)
  PrPC TRFRET = -6
CN1C2=N[C@H](c3ccccc3)CC(=O)N2/C(=C\c2ccccc2)C1Cc1ccccc1 (stereo partly drawn)
  PrPC TRFRET = 2
C=CCN1C(=O)[C@@H](CC(=O)NCc2ccc(OC)c(OC)c2)[C@]2(C(=O)OC)CCCCC=C12
  PrPC TRFRET = -2
CCN(CC)C(=O)CC[C@@H]1CC[C@]2(CCCN(S(=O)(=O)c3ccccc3)C2)O1
  PrPC TRFRET = 1

CC(C)(C)N(Cc1cn(Cc2ccccc2)nn1)S(=O)(=O)c1ccc(F)cc1Br
  PrPC TRFRET = -1
Oc1ccc(CCc2c(F)cccc2F)c2cccnc12
  PrPC TRFRET = 4
COc1ccc(N2CCN(CCNS(=O)(=O)c3ccc(C(C)(C)C)cc3)CC2)cc1
  PrPC TRFRET = 2
O=c1cc(-c2ccccc2)oc2c1ccc1ccccc12
  PrPC TRFRET = -1
C=CCN1C(=O)c2n[nH]c(C)c2C1c1ccc(C)cc1 (stereo not drawn)
  PrPC TRFRET = 9
CCOC(=O)c1ccc(NC(=O)CSc2nnc(SCc3cccc4ccccc34)s2)cc1
  PrPC TRFRET = 4
CC(C)N(Cc1cn(Cc2ccccc2)nn1)S(=O)(=O)c1ccccc1Br
  PrPC TRFRET = -1
COc1ccc(C(=O)CSc2nnc(-c3n[nH]c4c3CCC4)n2N)cc1OC
  PrPC TRFRET = -11
CC(=O)c1ccc([C@H](O)[C@H](C)C(=O)N(C)c2ccccc2)cc1
  PrPC TRFRET = -2
CC(C)CCN(C)C1CCN(C(=O)Nc2ccccc2)CC1
  PrPC TRFRET = -7

3 entries from above, as a markdown table.
| mol | PrPC TRFRET |
| --- | --- |
| CC(C)(C)N(Cc1cn(Cc2ccccc2)nn1)S(=O)(=O)c1ccc(F)cc1Br | -1 |
| Oc1ccc(CCc2c(F)cccc2F)c2cccnc12 | 4 |
| COc1ccc(N2CCN(CCNS(=O)(=O)c3ccc(C(C)(C)C)cc3)CC2)cc1 | 2 |

Next section.
CCCCOCCCNC(=O)C[C@H]1C[C@@]2(C(=O)OC)C(=C[C@H](C(C)(C)C)O[C@@H]2C)N(Cc2cccc3ccccc23)C1=O
  PrPC TRFRET = 1
COC(=O)[C@]12C[C@H](CC(=O)N3CCC(c4ccccc4)CC3)C(=O)N(Cc3ccco3)C1=C[C@H](C(C)C)O[C@@H]2C1CC1
  PrPC TRFRET = 12
COc1ccc(OCCCN2CCC(C(O)(c3ccccc3)c3ccccc3)CC2)cc1
  PrPC TRFRET = -12
CCOc1ccc(CCNC(=O)c2cc3sccc3n2CC)cc1OC
  PrPC TRFRET = 5
O=S(=O)(Nc1ccc(C(O)(C(F)(F)F)C(F)(F)F)cc1)c1cccs1
  PrPC TRFRET = -3
CNC(=O)c1ccccc1C1(O)c2ccccc2CCc2ccccc21
  PrPC TRFRET = -4
